TRPV1 ag – activates the human vanilloid receptor TRPV1. TRPV1-expressing cells, Fluo-8 calcium influx, agonist mode. activation, % at 8.33 µM. 0.19% of 320,000 active. AID 540275; in the data active means activation above about 80%; inconclusive means between about 30% and that limit; further: 0% is about no effect
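Cells expressing TRPV1 were dye-loaded with Fluo-8 and read kinetically: 10 s baseline, 3 min after compound (agonist portion), then 2 min after EC20 capsaicin (allosteric enhancer portion). Calcium-bound dye fluorescence at 480/520 nm.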
hERG WT inh – blocks the wildtype human KCNH2 potassium channel; Q12809; activity change, % at 1.84 µM; AID 720551; U2OS, BacMam KCNH2, thallium flux FluxOr; active compounds read low; 0.37% of 340,000 active;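 active means maximum activity change below -70%; inconclusive means maximum activity change between -70% and -50%; inactive means maximum activity change above -50%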; further: on the % scale 0 is the no-effect control and ±100 the full control effect
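U2OS cells were transduced with wild-type KCNH2 virus (2.03 x 10^8 / mL) for 4 h at room temperature, then cultured overnight at 37 C. Thallium flux was read with FluxOr dye. Rate constants were normalized to DMSO controls.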
TSHR antagonist – blocks TSH signaling through the human TSH receptor. P16473. TSHR-expressing cells, TSH-stimulated cAMP HTRF, 2 h; active compounds read low. activity change, negative = inhibition, % at 11.5 µM. 0.2% of 330,000 active. AID 504810;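 active means activity change below a set negative limit, meaning inhibition stronger than a set level, cut at about -70% in these data; inconclusive means activity change between two set negative limits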; further: on the % scale 0 is the no-effect control and ±100 the full control effect
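Competitive HTRF cAMP read-out (cryptate anti-cAMP antibody, cAMP-d2; 30 min, room temperature) in freshly harvested TSHR cells. Compounds added before TSH at EC80 (4nM final), followed by 2 hours' incubation at 37 deg C.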
Eya2 inh – blocks the phosphatase activity of human Eya2. AID 488837. Potency, µM (top dose mostly 76.9 µM), without a hit: at the highest dose activity, negative = inhibition, usual class: inhibitors. 0.006% of 330,000 active. recombinant Eya2, OMFP fluorescence dephosphorylation (OMFP is methylfluorescein phosphate); further: potency means the concentration at half of the fitted maximal effect; on the % scale 0 is the no-effect control and ±100 the full control effect
Target sequence (O00167 whole entry, looked up): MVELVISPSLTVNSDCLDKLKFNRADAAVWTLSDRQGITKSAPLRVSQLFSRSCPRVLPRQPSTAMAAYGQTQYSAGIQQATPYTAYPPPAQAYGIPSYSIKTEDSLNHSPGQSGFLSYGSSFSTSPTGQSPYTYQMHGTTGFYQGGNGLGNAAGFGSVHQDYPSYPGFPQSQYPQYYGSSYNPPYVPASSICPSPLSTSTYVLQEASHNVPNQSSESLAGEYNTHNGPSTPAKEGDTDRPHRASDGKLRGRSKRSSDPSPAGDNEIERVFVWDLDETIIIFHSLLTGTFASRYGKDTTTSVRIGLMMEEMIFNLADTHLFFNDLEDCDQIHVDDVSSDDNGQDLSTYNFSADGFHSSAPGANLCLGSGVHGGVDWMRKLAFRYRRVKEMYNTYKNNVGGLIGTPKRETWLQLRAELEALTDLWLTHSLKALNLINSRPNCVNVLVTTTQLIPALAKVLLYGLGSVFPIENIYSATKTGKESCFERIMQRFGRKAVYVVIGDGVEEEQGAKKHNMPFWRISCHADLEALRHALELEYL
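Eya2 protein (added as 0.2 uM solution) was preincubated with compound for 10 min at ambient temperature in 50 mM HEPES pH 7.5, 50 mM NaCl, 5 uM MgCl2, 0.05% BSA, 1 mM DTT. OMFP (added at 50 uM) then reacted 10 min; fluorescence read at 485/525 nm.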
AT treatment – potential ataxia-telangiectasia treatment; […] A-T fibroblasts, KAP-1 phosphorylation AlphaLISA; neocarzinostatin DNA damage 30 min before lysis; AID 485349; Potency, µM (titrated, usually from 57.5 µM), inactives show at the highest dose activation, actives largely listed as activators; 0.19% of 320,000 active; further: potency means the concentration at half of the fitted maximal effect; % of control where 0% means no effect; nearly all actives have a fitted effect of over 45% in size
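ATM-like activity read as KAP-1 phosphorylation via AlphaLISA donor/acceptor antibody pairs after lysis and 6 hr at 25C. Cells were ATM-null patient fibroblasts ([…], hTERT), dosed 60 min, then exposed to the DSB inducer NCS for 30 min.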
TCR activator – activates T cell receptor signaling. AID 504894. Potency, µM (top dose mostly 9.22 µM), for inactives: top-dose activation of IL-2 secretion, hits mostly activators. 330,000 tested, under 10 active. primary human leukocytes, anti-CD3, IL-2 HTRF, 48 h; further: % of control where 0% means no effect
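Primary human leukocytes incubated 48 hr with anti-CD3 beads plus compound, without co-stimulation. Secreted IL-2 measured by HTRF (europium cryptate/d2 anti-IL-2 pair, 320 nm excitation, 665 nm emission).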
Mito fusion act – blocks mitochondrial division or promotes mitochondrial fusion | S. cerevisiae fusion-defective mutant growth rescue, CellTiterGlo 48 h | Potency, µM (top dose mostly 46.1 µM), for inactives: top-dose growth rescue (activation), actives largely listed as activators | 0.23% of 320,000 active | AID 485298;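 further: potency means the concentration at half of the fitted maximal effect; % of control where 0% means no effect; nearly all actives have a fitted effect of over 45% in size; temperature-sensitive fusion mutants such as fzo1-1 at 37 °C on non-fermentable ethanol glycerol medium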
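Read-out: ATP-based luminescence (CellTiterGlo, 10 min ambient) reporting growth of fusion-defective ts yeast after 48 hours at 37C on glycerol/ethanol YPEG medium in the presence of compound.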
KCNH2 3.1 block – KCNH2 3.1 (human) potassium channel inhibition; U2OS KCNH2 3.1, thallium flux FluxOr; active compounds read low; activity change, % (tested at about 1.8 µM); 0.95% of 340,000 active; AID 720553;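 active means maximum activity change below -70%; inconclusive means maximum activity change from -70% to -50%; inactive means maximum activity change above -50%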;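 further: thallium influx rate constant from kinetic fluorescence after stimulation buffer; on the % scale 0 is the no-effect control and ±100 the full control effect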
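Channel expression came from 3.1 mutant virus (1.77 x 10^8 /mL) applied to suspended U2OS cells for 4 h. Flux was tracked with FluxOr dye plus Red40 quencher, and kinetic rate constants normalized to controls.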
ELG1 DNA repair – inhibitors of ELG1-dependent DNA repair in HEK293T cells; HEK293T ELG1-luciferase reporter, luminescence, 16 h; DNA damage induced by 5-fluorouridine; Potency, µM (doses to about 46.1 µM), inactives show top-dose activity change, negative = inhibition, most hits filed as inhibitors; 2.3% of 330,000 active; AID 504467; further: potency means the concentration at half of the fitted maximal effect; on the % scale 0 is the no-effect control and ±100 the full control effect; nearly all actives have a fitted effect of over 55% in size
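Step one: seed 2,000 cells per well. Step two: pin-transfer compound or DMSO alongside 5-fluorouridine. Step three: incubate 16 hr, 37 °C, 5% CO2. Step four: add ONE-Glo, wait 30 min, read luminescence.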
USP2a inh – USP2a (human) protease inhibition. Potency, µM (top dose mostly 38.3 µM), for the others: at the top dose activity change, negative = inhibition, most hits filed as inhibitors. O75604. 0.01% of 330,000 active. USP2 core, Ub-CHOP2 coupled fluorogenic reporter, 485/531;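 further: potency means the concentration at half of the fitted maximal effect; plate controls were DMSO wells for no effect and full inhibition by NEM control for full effect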
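USP2 core (10nM final) preincubated 30min RT with compound in 20mM Tris-HCl pH 8.0, 2mM CaCl2, 2mM beta-mercaptoethanol, 0.05% CHAPS; 25nM Ub-CHOP2 plus 25nM reporter substrate added, fluorescence (Ex485/Em531) read after 60min.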
Starred values were filed as active, the others as inactive; i = inactive; ? = inconclusive; / = not tested or not shown; [ ] = dose if it differs, or a comment. Unless noted, the call rests on the fitted dose curve; in most records, active means well fitted curve in the direction sought with a large enough effect; inconclusive means small, poorly fitted or top-dose-only effect, or another doubt; inactive means no such curve, though single readings can be large; an effect the other way counts as inactive or inconclusive. An excerpt (hit frequency here may not be typical).

#	molecule	TRPV1 ag	hERG WT inh	TSHR antagonist	Eya2 inh	AT treatment
1	COc1ccc(NS(=O)(=O)c2ccc(O)c(NC(=O)c3ccc(S(=O)(=O)N4CCCCCC4)cc3)c2)cc1	-5	-4	-16	6%	-3%
2	COc1cc(OC)cc(-c2c(C#Cc3ccsc3)c3cc(-c4ccc(OC)nc4)ccc3n2C)c1	0	-6	23	5%	5%
3	O=C(CSc1nncn1-c1ccccc1)NCc1cccs1	-1	-23	12	25%	-6%
4	O=C(NCc1ccccc1)C(c1ccc(F)cc1)N(Cc1ccc2c(c1)OCO2)C(=O)Cn1nnc(-c2cccs2)n1 (stereo not drawn)	3	2	-19	0%	/
5	O=C(O)CC1S/C(=N/N=C/c2ccc(-c3ccccc3[N+](=O)[O-])o2)NC1=O (stereo not drawn)	-4	0	-1	3%	-4%
6	CC(C)n1cnc2cc(NCc3ccccc3O)ccc21	21	0	-28	1%	-5%
7	O=C(C1CC1)N(CCc1ccccc1)Cc1nc2ccccc2c(=O)[nH]1	0	5	-9	-27%	0%
8	O=C(c1cc2cc(Br)cc(Br)c2oc1=O)N1CCCC1	?	-13	7	-10%	3%

#	TCR activator	Mito fusion act	KCNH2 3.1 block	ELG1 DNA repair	USP2a inh
1	-5%	-7%	-25	-17%	-13%
2	10%	4%	-4	-6%	0%
3	2%	-2%	16	-4%	2%
4	-2%[46.1 µM]	-3%	-7	-4%	-3%
5	4%	6%	-11	2%	1%
6	2%	-4%	14	?	1%
7	0%	2%	4	?	0%
8	0%[46.1 µM]	-1%	-9	5%	3%

Next section, starting with the last 4 of the part before.
#	molecule	TRPV1 ag	hERG WT inh	TSHR antagonist	Eya2 inh	AT treatment
5	O=C(O)CC1S/C(=N/N=C/c2ccc(-c3ccccc3[N+](=O)[O-])o2)NC1=O (stereo not drawn)	-4	0	-1	3%	-4%
6	CC(C)n1cnc2cc(NCc3ccccc3O)ccc21	21	0	-28	1%	-5%
7	O=C(C1CC1)N(CCc1ccccc1)Cc1nc2ccccc2c(=O)[nH]1	0	5	-9	-27%	0%
8	O=C(c1cc2cc(Br)cc(Br)c2oc1=O)N1CCCC1	?	-13	7	-10%	3%
9	Cc1ccc(Sc2ncccc2COC(=O)NC(C)C)cc1	21	-1	-3	-1%	-3%
10	CC1CN(c2ccc(Oc3ccccc3)cc2)c2nc3c(c(=O)[nH]c(=O)n3C)n2C1 (stereo not drawn)	1	3	/	6%	-15%
11	COc1ccccc1Cn1c(=O)c2ccccc2n2c(SCC(=O)N3CCCCC3)nnc12	5	-4	1	-3%	-7%
12	COc1ccc(OC)c(CN2CCN(C(=O)c3ccc(F)cc3)CC2)c1	4	2	3	-5%	-2%
13	CCCC(=O)N(CCc1ccc(OC)cc1)Cc1nc2ccccc2c(=O)[nH]1	-2	-6	3	-23%	-4%
14	COc1ccc(-c2cc(=O)[nH]c3ccccc23)cc1	2	-19	-9	5%	5%
15	c1ccc(-c2noc(CSc3nnc(Cc4cccs4)n3-c3ccccc3)n2)cc1	-2	5	-4	-6%	-1%
16	Cc1nc2ccc(C(=O)OCc3ccccc3Br)cc2nc1C	-1	-1	-13	-33%	-1%

#	TCR activator	Mito fusion act	KCNH2 3.1 block	ELG1 DNA repair	USP2a inh
5	4%	6%	-11	2%	1%
6	2%	-4%	14	?	1%
7	0%	2%	4	?	0%
8	0%[46.1 µM]	-1%	-9	5%	3%
9	-1%	-5%	-13	?	3%
10	-2%	1%	5	?	-1%
11	2%[46.1 µM]	2%	-1	?	-4%
12	5%	0%	11	27%	2%
13	2%	1%	-10	?	1%
14	-20%	-1%	0	5%	-1%
15	5%[46.1 µM]	8%	-15	?	3%
16	3%	1%	1	?	3%

Next results follow.
#	molecule	TRPV1 ag	hERG WT inh	TSHR antagonist	Eya2 inh	AT treatment
17	COc1cc([N+](=O)[O-])ccc1NC(=O)CN1CCN(C(=O)c2ccco2)CC1	1	20	-5	-3%	-3%
18	C=CCn1nc(-c2ccccc2)c(N2CCCCC2)cc1=O	?	i	-14	-23%	4%
19	CCN(CC)S(=O)(=O)c1ccc(N2CC(C(=O)N3Cc4ccccc4CC3C(N)=O)CC2=O)cc1 (stereo not drawn)	/	-6	/	6%	12%
20	Cc1cc(C)c(NC(=O)COC(=O)Cc2cccs2)c(C)c1	1	7	8	-23%	-3%
21	CN(CC/C=C1/c2ccccc2CSc2ccccc21)CCCO	9	-9	5	8%	-12%
22	Cc1ccc(N/C(N)=N/c2nc(CSc3nnc(N)s3)cc(=O)[nH]2)cc1	0	5	17	1%	0%
23	COc1ccc(C(=O)Nc2ccc(-c3ccc(NC(=O)c4ccc(OC)cc4)c(OC)c3)cc2OC)cc1	1	-10	-4	-2%	1%
24	C/[N+]([O-])=C\c1cccc(OCCN2CCN(c3ncc(C(F)(F)F)cc3Cl)CC2)c1	20	41	-10	5%	0%

#	TCR activator	Mito fusion act	KCNH2 3.1 block	ELG1 DNA repair	USP2a inh
17	3%	-2%	-14	?	1%
18	-8%	0%	-16	-15%	-2%
19	6%	/	10	0%	7%
20	-3%	-6%	-2	3%	0%
21	10%[46.1 µM]	-6%	4	-6%	4%
22	-1%	-3%	11	-4%	4%
23	1%[46.1 µM]	1%	8	14%	2%
24	8%	1%	-38	-23%	0%

The list goes on.
#	molecule	TRPV1 ag	hERG WT inh	TSHR antagonist	Eya2 inh	AT treatment
25	CCN(CC)CCC(=O)NC(C)(C)Cc1ccc(O)cc1	1	9	2	12%	-3%
26	C=CCn1c(=O)c2ccccc2n2c(SCC(=O)NCc3cccs3)nnc12	1	-1	5	-3%[15.4 µM]	20%
27	COc1ccc(C)cc1S(=O)(=O)NCCc1ccccc1	3	6	28	-9%	6%
28	O=S(=O)(c1ccc2c(c1)N(Cc1ccc(Cl)cc1)C1CCCN21)N1CCOCC1 (stereo not drawn)	-1	6	17	-3%	-2%
29	CC(NC(=O)c1cccc2ccccc12)c1ccc2c(c1)CCCC2 (stereo not drawn)	4	-6	-1	-7%	4%
30	COc1ccc(S(=O)(=O)N2CCN(C(=O)c3cc4c(s3)CCCC4)CC2)cc1	20	-5	0	-6%	-4%
31	O=C(OC1CCCCC1=O)c1cccc(S(=O)(=O)N2CCOCC2)c1 (stereo not drawn)	0	-22	-5	-6%	1%
32	C#CCOCCOCCOCCNc1nc(N2CCN(C(=O)[C@H](CCCCN)n3cc([C@@H](N)CC(C)C)nn3)CC2)nc(N2CCN(C(=O)[C@H](Cc3cc4ccccc4[nH]3)n3cc([C@@H](N)Cc4ccc(O)cc4)nn3)CC2)n1	3	-39	6	23%	-5%

#	TCR activator	Mito fusion act	KCNH2 3.1 block	ELG1 DNA repair	USP2a inh
25	0%	1%	28	7%	2%
26	2%	5%	-3	-14%	1%
27	-10%	-1%	-18	0%	0%
28	-1%	-5%	9	-3%	1%
29	7%	10%	-23	-14%	2%
30	0%	?	0	?	-8%
31	3%	-4%	-2	-7%	3%
32	0%	-3%	-12	13%	0%

Later entries:
#	molecule	TRPV1 ag	hERG WT inh	TSHR antagonist	Eya2 inh	AT treatment
33	CC(=O)c1sc(NC(=O)C(C)C)nc1C	-4	-3	25	3%	3%
34	O=c1cc(N2CCN(c3ccc(F)cc3)CC2)[nH]c(=O)n1C1CCCCC1	6	26	-7	-10%	5%
35	N#CC(C#N)=Cc1cnc(N2CCN(c3ccccc3)CC2)s1	3	1	-4	16%	-7%
36	CC1=[N+](C)N(c2ccccc2)C(=O)C1N=Cc1ccccc1Cl (stereo not drawn)	11	-9	29	3%	2%
37	CC1(C)CC(=O)C2=C(C1)Nc1nc(SCCN3CCOCC3)[nH]c(=O)c1C2c1cccs1 (stereo not drawn)	2	3	1	13%	4%

#	TCR activator	Mito fusion act	KCNH2 3.1 block	ELG1 DNA repair	USP2a inh
33	-2%	1%	-6	-12%	1%
34	-4%	1%	3	2%	0%
35	4%	2%	-13	?	-7%
36	-3%[46.1 µM]	-6%	-12	1%	-2%
37	0%	1%	-4	-2%	3%

Source: PubChem BioAssay (National Center for Advancing Translational Sciences (NCATS))
